ERAP1 HTS inh = ERAP1 (human) enzyme inhibition. Q9NZ08. recombinant ERAP1, Leu-AMC fluorescence, 60 min. inhibition, % at 10.7 µM. 0.15% of 340,000 active;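 active = mean replicate inhibition of at least 30%, or all replicates individually reaching that 30% level; inactive = mean below 30% and not every replicate reaching it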;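 also: 0% = neutral control wells and 100% = L-leucinethiol positive control wells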
RAD54 inh = inhibitors of human RAD54 branch migration | Q92698 | RAD54 Holliday junction branch migration, FAM/BHQ fluorescence | inhibition, % at 10.4 µM | 0.14% of 360,000 active;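 active = mean normalized replicate activity at least 40 and at least half of replicates scoring 40 or more; inconclusive = only one of the two criteria met; inactive = mean below 40 and under half of replicates reaching 40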;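 also: 0% = median of neutral control wells and 100% = median of positive control wells; inhibitors cause a drop in the FAM fluorescence signal; in these data hits start at about 50%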
ARNT TACC3 PPI = disrupts binding between human ARNT and TACC3 | 0.66% of 390,000 active | Q9Y6A5 | inhibition, % at 9.99 µM | AlphaScreen His-ARNT PAS-B/GST-TACC3 binding, luminescence; TACC3 fragment carries E629A point mutation;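 active = mean inhibition of replicates at least 50% and at least half of replicates each reaching 50%; inconclusive = half or more replicates reach 50% but mean below 50%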;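 also: 0% = complete ARNT plus TACC3 wells and 100% = ARNT alone without TACC3; many hits fall short of the cut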
INS-1E GSIS act = GLuc luminescence reporter in INS-1E cells, primary screen for activators of glucose-dependent secretion of insulin; AID 743287; activation, % at 16.6 µM; 0.61% of 370,000 active; INS-1E GLuc reporter insulin secretion, 2-3 h;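 active = lowest replicate activation of at least 40%, so every replicate reaches that level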;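 also: 0% = median of neutral control wells and 100% = median of IBMX positive control wells; some compounds called inactive have numbers as strong as hits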
RAD52 inh = RAD52 (human) annealing inhibition. P43351. recombinant RAD52 DNA annealing, FRET fluorescence. inhibition, % at 18.7 µM. 0.46% of 360,000 active;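 active = every replicate showing at least 50% inhibition; inconclusive = mean inhibition at least 50% but not in every replicate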
Target sequence (P43351 whole entry, looked up): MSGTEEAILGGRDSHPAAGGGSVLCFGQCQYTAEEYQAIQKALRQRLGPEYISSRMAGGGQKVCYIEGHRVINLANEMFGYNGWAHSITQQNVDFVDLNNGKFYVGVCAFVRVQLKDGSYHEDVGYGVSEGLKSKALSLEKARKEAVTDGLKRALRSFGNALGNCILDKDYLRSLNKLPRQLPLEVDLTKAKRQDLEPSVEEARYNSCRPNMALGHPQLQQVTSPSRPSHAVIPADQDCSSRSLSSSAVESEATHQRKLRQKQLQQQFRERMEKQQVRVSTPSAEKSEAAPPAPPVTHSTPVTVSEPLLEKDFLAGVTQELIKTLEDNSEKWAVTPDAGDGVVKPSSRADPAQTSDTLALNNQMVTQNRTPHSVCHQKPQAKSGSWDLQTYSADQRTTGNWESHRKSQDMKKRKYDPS
CFTR F508del cor = correctors of CFTR F508del function in bronchial epithelial cells; CFBE cells, YFP halide quenching; stimulated with forskolin plus potentiator P3; % fluorescence drop versus neutral controls; AID 720511; activity (quench increase), % at 7.58 µM; 0.36% of 350,000 active;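 active = mean added fluorescence quench of at least 8% versus neutral control, with both replicates also reaching 8%; inconclusive = only one of the mean or replicate conditions met; inactive = mean below 8% and not both replicates reaching 8%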;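 also: cells transiently co-express mutant CFTR-F508del with the halide-sensitive YFP; corrector assay measuring rescue of mutant channel to the surface after 24 h compound exposure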
Xi reactivation = activators of X-chromosome reactivation in mouse fibroblasts; XiGFP mouse fibroblasts, % GFP-positive cells imaging, 3 d; cells co-treated with 5-aza-dC sensitizer; scaled so ellipticine positive control = 100%; activation, % at 7.58 µM; 0.055% of 360,000 active; AID 743238;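 active = mean normalized replicate activation at least 10% and every replicate at or above 10%; inconclusive = only one of the two criteria met; inactive = mean below 10% and not all replicates reach 10%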;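 also: 0% = median of on-plate neutral control wells and 100% = ellipticine 6 µM median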
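System: XiGFP fibroblasts, SV40-immortalized. Medium: DMEM plus 5-aza-dC sensitizer. Doses: single point. Timing: 3 d treatment, 15 min room-temperature fixation. Control set: ellipticine 6 µM.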
esBAF inh = inhibitors of esBAF chromatin remodeling in mouse ES cells; Bmi1-luciferase knock-in reporter, 24 h; 100% = twice the neutral-well signal; reporter increase, % at 12.5 µM; 2% of 350,000 active; AID 602393; in the data active = activation above about 40%; inconclusive = no clear call, values can overlap the other calls;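 also: 0% = median of the plate's neutral control wells and 100% = double that signal; a rise in the Bmi1 reporter signal indicates esBAF inhibition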
* marks the source's active call; other numbers are inactive results; u = inconclusive; x = not tested or not shown.

SMILES | ERAP1 HTS inh | RAD54 inh | ARNT TACC3 PPI | INS-1E GSIS act | RAD52 inh | CFTR F508del cor | Xi reactivation | esBAF inh
COc1ccc(Cl)cc1NC(=O)C12CCC(C)(C(=O)O1)C2(C)C (configuration not stated) | x | 1 | -1 | -10 | x | x | x | -7
Cc1ccc(S(=O)(=O)NC(=O)Nc2cccc(S(=O)(=O)N(C)C)c2)cc1 | 2 | 1 | -3 | 23 | -3 | 0.2 | 0.0 | -5
O=C(O)c1ccccc1-n1cnnn1 | 4 | 3 | -4 | -15 | -12 | 0.1 | 0.0 | -6
CCCC#Cc1cnc2c(c1)C(=O)N([C@@H](C)CO)C[C@@H](C)[C@@H](CN(C)Cc1ccccc1F)O2 | 1 | -2 | 1 | -10 | -4 | 0.5 | -0.1 | 1
CCCCCCCNC(=O)C1(CC2CC(c3ccc(Cl)cc3)=NO2)CCN(C(=O)CCCCCBr)CC1 (configuration not stated) | -2 | 0 | -1 | -24 | 3 | -4.2 | 0.0 | 1
CC(C)CC#Cc1cnc2c(c1)C(=O)N([C@@H](C)CO)C[C@H](C)[C@H](CN(C)C(=O)c1ccc3c(c1)OCO3)O2 | -1 | 9 | 0 | -17 | 14 | 2.2 | -0.7 | -5
O=C(C[C@H]1C/C=C\C[C@@H](NC(=O)OCC2c3ccccc3-c3ccccc32)C(=O)O[C@@H](c2ccccc2)CNC1=O)N[C@H](CO)Cc1ccccc1 | 2 | -8 | 3 | x | -5 | 0.1 | 0.1 | -32
C=C[C@@H]1c2cccc(C)c2N(S(=O)(=O)c2ccc(C)cc2)[C@H](c2ccc(OC(C)=O)cc2)C1(C#N)C#N | 3 | -5 | -1 | 6 | -61 | 0.7 | 0.0 | 0
Cc1onc(-c2ccccc2Cl)c1C(=O)N1CCCCC1C (configuration not stated) | -2 | 0 | -2 | 32 | 1 | -2.6 | 0.1 | -6
CC(=O)CCc1ccc(OCC(O)CNC2CCCc3ccccc32)cc1 (configuration not stated) | -1 | x | x | 11 | -14 | 0.4 | 0.0 | x
Cc1ccc(OCc2nc(-c3cccnc3)no2)cc1C | 2 | -8 | 3 | 6 | -15 | 0.3 | 0.0 | 37*
CO[C@H]1CN(C)C(=O)c2cc(NC(C)=O)ccc2OC[C@@H](C)N(CC2CCCCC2)C[C@H]1C | x | 8 | -8 | 14 | x | 1.0 | 0.5 | -3
O=C(COc1ccccc1)N/N=C/c1ccc([N+](=O)[O-])o1 | 2 | x | 5 | 11 | -15 | -1.9 | 0.0 | x
COc1ccc(OC)c(/C=N/NC(=O)c2cccc3ccccc23)c1 | x | 0 | 3 | -1 | -20 | 1.6 | 0.6 | -3
Cc1cc(C)n2nc(C(=O)OCC(=O)N3CC(C)CC(C)C3)nc2n1 (configuration not stated) | -3 | 4 | -1 | 16 | -6 | 0.4 | 0.0 | x

Five structures from above, arranged by SMILES length, ascending.
SMILES | ERAP1 HTS inh | RAD54 inh | ARNT TACC3 PPI | INS-1E GSIS act | RAD52 inh | CFTR F508del cor | Xi reactivation | esBAF inh
Cc1ccc(OCc2nc(-c3cccnc3)no2)cc1C | 2 | -8 | 3 | 6 | -15 | 0.3 | 0.0 | 37*
COc1ccc(OC)c(/C=N/NC(=O)c2cccc3ccccc23)c1 | x | 0 | 3 | -1 | -20 | 1.6 | 0.6 | -3
COc1ccc(Cl)cc1NC(=O)C12CCC(C)(C(=O)O1)C2(C)C (configuration not stated) | x | 1 | -1 | -10 | x | x | x | -7
Cc1cc(C)n2nc(C(=O)OCC(=O)N3CC(C)CC(C)C3)nc2n1 (configuration not stated) | -3 | 4 | -1 | 16 | -6 | 0.4 | 0.0 | x
CCCC#Cc1cnc2c(c1)C(=O)N([C@@H](C)CO)C[C@@H](C)[C@@H](CN(C)Cc1ccccc1F)O2 | 1 | -2 | 1 | -10 | -4 | 0.5 | -0.1 | 1

(cont.)
SMILES | ERAP1 HTS inh | RAD54 inh | ARNT TACC3 PPI | INS-1E GSIS act | RAD52 inh | CFTR F508del cor | Xi reactivation | esBAF inh
COc1cc(/C=C2\C(=O)ON=C2c2ccc(Cl)cc2)ccc1O | 2 | x | x | x | -114 | -0.9 | 0.0 | x
O=C(NCc1ccccn1)c1ccc(Cl)c(S(=O)(=O)Nc2ccccc2C(=O)NCc2ccccn2)c1 | 1 | 1 | 7 | 6 | -8 | x | -0.2 | 1
CCc1ccc(CNC(=O)CCCn2nc(C)n3ccnc3c2=O)cc1 | 1 | -14 | -1 | x | -13 | 3.6 | 0.2 | -4
O=S(=O)(/N=C(/Nc1ccc(Cl)cc1Cl)c1ccccc1)c1cccs1 | 1 | x | -3 | -7 | -3 | -3.8 | 0.0 | x
Cc1occc1-c1nnc(SCC(=O)NC2CCCC2)n1C | 5 | 6 | x | 9 | 2 | -0.4 | 0.0 | 8
S=C(NCc1ccccc1)Nc1nccs1 | 3 | 5 | -5 | 3 | -4 | 0.8 | 0.1 | 10
Cc1c(Br)c([N+](=O)[O-])nn1CCCC(=O)Nc1c(C)n(C)n(-c2ccccc2)c1=O | x | x | -12 | 8 | -2 | -0.7 | 0.9 | 4
Cc1ccc(NC(=O)C2CCN(c3cnccn3)CC2)cc1C | 2 | x | -2 | -1 | -6 | 3.4 | 0.1 | x
COc1ccc(N2CC(NC(=O)NCC(C)C)CC2=O)cc1 (configuration not stated) | 0 | x | -7 | x | -11 | x | 0.5 | x
CCCCC(=O)Nc1nc2ccc3nc(C)sc3c2s1 | 1 | 7 | 10 | x | -6 | -3.3 | -0.1 | 15
C/C=C\C=C/C(=O)Nc1cccc(C2=NOC3(C2)C[C@H](C(N)=O)N(C(=O)Cc2ccc([N+](=O)[O-])cc2)C3)c1 (some centres not stated) | 1 | 3 | 5 | 1 | -34 | 2.8 | 0.0 | -8
COc1ccc(CN2C[C@@H](O)COC[C@@H]3O[C@@H](CC(=O)N4CCc5ccccc5C4)CC[C@H]32)cc1 | 0 | 1 | 5 | -10 | -3 | -1.1 | -0.1 | 18
CCC(c1nnc(SCC(=O)Nc2nnc(-c3ccccc3)o2)n1Cc1ccccc1)N(C)C (configuration not stated) | x | 1 | 22 | 0 | x | x | x | 11
CC1=C(C(=O)OCc2ccc3c(c2)OCO3)C(c2ccc(F)cc2)NC(=O)N1 (configuration not stated) | x | -13 | 4 | -21 | x | x | x | -7
Cc1ccc(-c2nnc(Nc3ccc4c(c3)OCO4)c3ccccc23)cc1S(N)(=O)=O | 3 | -2 | 2 | x | -1 | 1.8 | 0.1 | -2
CCN(CC)c1ccc(/C=N/NC(=O)Cc2ccc(OC)c(OC)c2)cc1 | x | x | 4 | 14 | -16 | 1.4 | 0.2 | x
O=C(O)c1ccc(Nc2cc(Cl)c3nonc3c2[N+](=O)[O-])cc1 | 15 | 0 | 9 | -20 | -6 | 1.3 | 0.0 | 3
O=C(NCc1cccs1)c1csc([C@H]2C[C@H](O)[C@@H](CO)O2)n1 | -1 | 5 | x | 25 | -30 | -2.6 | -0.1 | 6
S=C(NN=Cc1ccc2c(c1)OCO2)NN=Cc1ccc2c(c1)OCO2 | 0 | -2 | -3 | x | -5 | 5.0 | -0.1 | 37
CCC(=O)N[C@@H]1C=C[C@@H](CC(=O)NCc2cc(F)cc(F)c2)O[C@@H]1CO | x | 3 | x | 1 | -4 | -0.3 | 0.0 | -5
CCCCn1c(N)c(N(CC(C)C)C(=O)COc2cc(C)ccc2Cl)c(=O)[nH]c1=O | -5 | -9 | -3 | 1 | -1 | 4.3 | 0.0 | 7
Cc1c(OCC(=O)NCCCN2CCOCC2)ccc2c3c(c(=O)oc12)CCCC3 | -4 | -1 | 7 | 18 | -9 | 2.3 | 0.0 | -3
CCCOc1ccc(/C=C/C(=O)NC2CCCCC2)cc1 | -1 | -8 | 21 | -5 | -17 | 0.5 | 0.0 | 12
C[C@@H]1CN([C@H](C)CO)C(=O)c2cc(NS(=O)(=O)c3ccc(Cl)cc3)ccc2O[C@@H]1CN(C)Cc1ccc(C(F)(F)F)cc1 | x | x | x | -24 | x | 2.0 | 0.0 | 3
Cc1cccc(-c2cc3nc(C)c(C)c(NCCCn4ccnc4)n3n2)c1 | -4 | 26 | 5 | -34 | 11 | -3.2 | 0.0 | x
COc1cccc(N2CC(NS(=O)(=O)c3cccnc3)CC2=O)c1 (configuration not stated) | 1 | 0 | 4 | 0 | -6 | -0.2 | 0.0 | 0
O=C(CNS(=O)(=O)c1c(Cl)cccc1Cl)OCC(=O)N1CCN(c2ccccc2)CC1 | x | 0 | -4 | -27 | x | x | 0.0 | x
O=C(CSCc1c(F)cccc1Cl)NNC(=S)NC1CCCCC1 | -5 | 0 | 8 | -9 | -4 | -3.9 | 0.0 | x
CCC1CCCCN1C(=O)c1ccc(OC)c(OC2CCN(C(C)C)CC2)c1 (configuration not stated) | -1 | -16 | 1 | 6 | -33 | 1.9 | 0.0 | -3
S=C(NCCN1CCOCC1)Nc1cccc2ccccc12 | x | 1 | 6 | 35 | x | x | 0.1 | x
COc1ccccc1-c1ccc2c(c1)[C@H]1[C@H](CCN1C(=O)CN1CCOCC1)[C@H](CO)N2C | 1 | -2 | -3 | 1 | -19 | 0.4 | 0.1 | u
C[C@@H]1CN([C@@H](C)CO)C(=O)c2cc(NC(=O)NC3CCCCC3)ccc2O[C@@H](C)CCCCO[C@@H]1CN(C)C(=O)CCCN(C)C | -2 | 10 | -3 | 3 | 10 | -2.5 | -0.6 | -4
Cc1ccccc1S(=O)(=O)Cc1ccc(C(=O)NCCCN2CCCC2)o1 | -4 | 4 | -2 | 15 | -19 | 2.4 | 0.1 | 4
CCS(=O)(=O)N1CCN(c2ccccc2F)CC1 | x | 4 | 6 | 21 | x | x | x | -8
COC(=O)CC(N)c1ccc(Br)cc1 (configuration not stated) | 5 | -11 | -10 | -4 | -18 | 3.3 | 0.0 | -6
O=C(CNC(=O)/C(=C/c1ccccc1)NC(=O)c1ccc(Br)cc1)OCc1ccccc1 | -1 | x | -15 | -28 | -12 | -1.2 | 0.0 | x
COc1ccc(S(=O)(=O)N(C)C[C@@H]2Oc3ccc(NC(=O)C4CC4)cc3CC(=O)N([C@@H](C)CO)C[C@H]2C)cc1 | -1 | 0 | 1 | 15 | 11 | 0.1 | 0.1 | 3
Cc1noc(NS(=O)(=O)c2ccc(NC(=O)CSc3nc4ccccc4[nH]3)cc2)c1C | 4 | 9 | 4 | -1 | -10 | 1.0 | x | -8
CCC(=O)N1C[C@H]2[C@@H](c3ccccc31)[C@H](CO)N2C(=O)CC | -1 | 4 | 0 | 13 | 10 | 1.8 | 0.1 | 1
Clc1ccc(Nc2cc(-c3ccccc3)nc3ncnn23)cc1 | 2 | 8 | x | x | 0 | -3.0 | 0.5 | x
COc1ccccc1C(=O)NCCC(=O)N1CC=C(c2ccccc2)CC1 | 2 | -4 | 9 | -8 | 0 | -3.7 | 0.0 | 3
COc1ccc(C(=O)OCC(=O)N2c3ccccc3CC2C)cc1S(=O)(=O)N1CCOCC1 (configuration not stated) | -3 | 6 | x | 0 | 1 | -3.0 | 0.0 | -9
Cc1ccc(S(=O)(=O)N2CCN(C(=O)COC(=O)CCOc3ccccc3)CC2)c(C)c1 | 10 | -2 | 6 | -20 | 3 | -1.7 | 0.1 | -2
C=CCNC(=O)c1onc(CSc2ccccc2CC)c1C(=O)O | 1 | -2 | -17 | -5 | -6 | 3.8 | 0.1 | 6

Screening data (PubChem)
